TAG inh – inhibitors of triacylglycerol accumulation; H9c2 cells, Nile Red lipid (TAG) fluorescence; cells loaded with 200 µM oleic acid; inhibition, % at 12.5 µM; 0.66% of 230,000 active; AID 651582;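 active = pattern-corrected inhibition of lipid staining of at least 50% with the nuclear-stain viability signal not falling by more than 50%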;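 also: 0% = DMSO wells and 100% = triacsin C control wells; some results filed as inactive read as strong as hits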
TAG inh DAPI viability – also measured in TAG inh; calls as there; DAPI nuclei signal change (viability), lower = more cytotoxic, %;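 whole-well DAPI fluorescence read on a plate reader as a viability signal; minus 50 percent equals half of cells still viable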
* = called active by the depositor. Some of the compounds tested. The share of hits here may be higher or lower than overall.

The first 21 records as a preview:
SMILES	TAG inh	TAG inh DAPI viability
CC(C)CC(=O)N1CCN(CC2CC=CCC2)CC1 (configuration not stated)	-6.3	3.2
Cc1cc(S(=O)(=O)N2CCc3ccccc3C2)ccc1F	-5.6	9.1
CC(C)[C@H]1CN=C2N(C[C@H](C)NC(=O)CCC3CCCCC3)[C@H](Cc3ccc(O)cc3)CN21	25.3	5.5
CCOC(=O)c1sc(NC(=O)Cc2c(F)cccc2Cl)nc1C	-1.7	4.0
CC(C)NC(=O)NC(=O)CSc1nnc(-c2ccccc2F)n1N	-3.4	4.7
CC[C@H]1OC(=O)[C@H](C)[C@@H](O[C@H]2C[C@@](C)(OC)[C@@H](O)[C@H](C)O2)[C@H](C)[C@@H](O[C@@H]2O[C@H](C)C[C@H](N(C)C)[C@H]2O)[C@](C)(OC)C[C@@H](C)C(=O)[C@H](C)[C@@H](O)[C@]1(C)O	20.7	-20.5
COc1ccc(N2C(=O)C3C(c4ccc(OC)cc4O)NC(Cc4ccccc4)(C(=O)O)C3C2=O)cc1 (configuration not stated)	19.7	-10.3
COc1ccc(COc2cccc(C=O)c2)cc1	7.4	-2.3
CN(CCO)c1cc(NCCCN2CCC(Cc3ccccc3)CC2)c2nonc2c1[N+](=O)[O-]	19.5	-1.1
O=C(c1ccc(-c2ccc([N+](=O)[O-])cc2)o1)N1CCCC(C(F)(F)F)C1 (configuration not stated)	8.7	-4.5
COc1cc([N+](=O)[O-])cc(/C=N/NC(=O)Cn2nc(C)cc2C)c1O	-1.0	5.0
CC(=O)Oc1ccc(/C=N/NS(=O)(=O)c2ccccc2)cc1	-9.6	-0.9
CN1CC=C2C(C#N)=C(N)C(C#N)(C#N)C(CCc3ccccc3)C2C1 (configuration not stated)	-19.9	22.8
O=S(=O)(c1ccc(Cl)cc1)N1CCN(C(=S)NCC2CCCO2)CC1 (configuration not stated)	-2.6	-3.5
COC(=O)[C@H](Cc1ccccc1)N1C/C=C\COc2c(Cl)cc(Cl)cc2S1(=O)=O	-2.0	2.6
O=C(OCC(=O)N1CCCCCC1)c1ccc(Cl)c(S(=O)(=O)N2CCCC2)c1	5.6	-5.4
COc1ccc(CCNC(=O)CC2COc3ccccc3O2)cc1OC (configuration not stated)	0.7	10.5
c1ccc(-c2c[nH]c(-c3ccccc3)c2)cc1	-0.8	-1.6
C[C@@H]1CN([C@@H](C)CO)C(=O)CCCn2nncc2CO[C@@H]1CN(C)C(=O)Nc1cccc2ccccc12	-11.0	8.6
CC1CCCCC12NC(=O)N(CC(=O)OCc1c(F)cccc1Cl)C2=O (configuration not stated)	0.3	-6.6
COCCNC(=O)Cn1nc(C)c2ccccc2c1=O	17.1	0.3

Results, previewed entries included:
SMILES	TAG inh	TAG inh DAPI viability
CC(C)CC(=O)N1CCN(CC2CC=CCC2)CC1 (configuration not stated)	-6.3	3.2
Cc1cc(S(=O)(=O)N2CCc3ccccc3C2)ccc1F	-5.6	9.1
CC(C)[C@H]1CN=C2N(C[C@H](C)NC(=O)CCC3CCCCC3)[C@H](Cc3ccc(O)cc3)CN21	25.3	5.5
CCOC(=O)c1sc(NC(=O)Cc2c(F)cccc2Cl)nc1C	-1.7	4.0
CC(C)NC(=O)NC(=O)CSc1nnc(-c2ccccc2F)n1N	-3.4	4.7
CC[C@H]1OC(=O)[C@H](C)[C@@H](O[C@H]2C[C@@](C)(OC)[C@@H](O)[C@H](C)O2)[C@H](C)[C@@H](O[C@@H]2O[C@H](C)C[C@H](N(C)C)[C@H]2O)[C@](C)(OC)C[C@@H](C)C(=O)[C@H](C)[C@@H](O)[C@]1(C)O	20.7	-20.5
COc1ccc(N2C(=O)C3C(c4ccc(OC)cc4O)NC(Cc4ccccc4)(C(=O)O)C3C2=O)cc1 (configuration not stated)	19.7	-10.3
COc1ccc(COc2cccc(C=O)c2)cc1	7.4	-2.3
CN(CCO)c1cc(NCCCN2CCC(Cc3ccccc3)CC2)c2nonc2c1[N+](=O)[O-]	19.5	-1.1
O=C(c1ccc(-c2ccc([N+](=O)[O-])cc2)o1)N1CCCC(C(F)(F)F)C1 (configuration not stated)	8.7	-4.5
COc1cc([N+](=O)[O-])cc(/C=N/NC(=O)Cn2nc(C)cc2C)c1O	-1.0	5.0
CC(=O)Oc1ccc(/C=N/NS(=O)(=O)c2ccccc2)cc1	-9.6	-0.9
CN1CC=C2C(C#N)=C(N)C(C#N)(C#N)C(CCc3ccccc3)C2C1 (configuration not stated)	-19.9	22.8
O=S(=O)(c1ccc(Cl)cc1)N1CCN(C(=S)NCC2CCCO2)CC1 (configuration not stated)	-2.6	-3.5
COC(=O)[C@H](Cc1ccccc1)N1C/C=C\COc2c(Cl)cc(Cl)cc2S1(=O)=O	-2.0	2.6
O=C(OCC(=O)N1CCCCCC1)c1ccc(Cl)c(S(=O)(=O)N2CCCC2)c1	5.6	-5.4
COc1ccc(CCNC(=O)CC2COc3ccccc3O2)cc1OC (configuration not stated)	0.7	10.5
c1ccc(-c2c[nH]c(-c3ccccc3)c2)cc1	-0.8	-1.6
C[C@@H]1CN([C@@H](C)CO)C(=O)CCCn2nncc2CO[C@@H]1CN(C)C(=O)Nc1cccc2ccccc12	-11.0	8.6
CC1CCCCC12NC(=O)N(CC(=O)OCc1c(F)cccc1Cl)C2=O (configuration not stated)	0.3	-6.6
COCCNC(=O)Cn1nc(C)c2ccccc2c1=O	17.1	0.3
CCOC(=O)c1c(C)[nH]c2cc(Br)c(OC)cc12	8.0	0.8
Nc1nnn(CC(=O)N/N=C/c2ccccc2Cl)n1	10.9	-10.3
Cc1ccc(NC(=O)COC(=O)c2ccco2)cc1S(=O)(=O)N1CCOCC1	11.6	0.9
Cc1ccc(C(c2nnnn2C(C)(C)C)N2CCC(C)CC2)cc1 (configuration not stated)	-13.3	13.4
Continuation:
SMILES	TAG inh	TAG inh DAPI viability
CC(C)N1C(=S)SC(C)(C)C1n1oc(=O)n(-c2cccc(Cl)c2)c1=O (configuration not stated)	-8.9	-3.7
CCC(=O)Oc1ccc2c(c1)OC1(OC(C)=O)OC(C)CC1=C2C (configuration not stated)	-1.7	35.8
NC(=S)Cc1ccccc1Cl	-1.9	12.5
COCCNC(=O)c1csc(Nc2cccc3ccccc23)n1	0.9	-4.7
Cn1c(SCC(=O)Nc2ccc(N3CCOCC3)cc2)nnc1C(F)(F)F	-4.2	3.2
COc1ccc(S(=O)(=O)NCc2ccccn2)c(Cl)c1Cl	-9.5	-4.0
O=C(CNC(=O)c1ccccc1)NC1(C(=O)NC2CCCCC2)CCCCC1	-2.8	-1.1
Cc1nc2cc(NC(=O)c3ccc([N+](=O)[O-])s3)ccc2s1	31.4	-14.1
Cc1ccc(S(=O)(=O)c2c(COC(=O)c3cccc(Cl)c3)c(-c3ccccc3)nn2C)cc1	1.7	-12.0
CCCCN1CC(=O)N2[C@H]3c4ccc(OC)cc4OC[C@@H]3[C@H](C(=O)OCC)[C@]2(C)C1=O	-14.6	0.0
CSC(=S)NN=C(C)c1cccc(C)n1	55.4*	-29.3*
Cc1ccccc1NC(=S)NC(NC(=O)COc1ccccc1)C(Cl)(Cl)Cl (configuration not stated)	10.7	-3.6
CCOC(=O)N1CCN(C(=O)/C=C/c2ccc(C(C)(C)C)cc2)CC1	21.7	-11.5
CCOC(=O)CC1=NS(=O)(=O)c2ccccc2N1	0.2	-0.8
N#Cc1c(N)nc(SCC(=O)OCc2ccccc2)c(C#N)c1-c1ccco1	-25.4	-9.0
COc1ccc(CNC(=O)COC(=O)c2ccc(S(=O)(=O)NCc3ccco3)cc2)cc1	-4.8	-2.2
COc1cc(CC(=O)Nc2ccccc2N2CCCCC2)cc(OC)c1OC	-16.1	2.1
Cc1ccc(SCCN2CCC(O)CCC2=O)cc1 (configuration not stated)	2.1	3.2
O=C(CSc1nnc(-c2ccncc2)n1Cc1ccccc1)Nc1nccs1	-1.6	11.7
Fc1nc(F)c(F)c(NCCCNc2c(F)c(F)nc(F)c2F)c1F	-5.5	-6.7
O=C(Nc1cc2c3c(c1)CC(=O)N3CCC2)c1cccc(F)c1	26.0	-1.3
CC1CCN(C(=S)c2ccc(N(C)C)cc2)CC1	-6.0	2.4
COc1ccccc1NC(=O)C(C)OC(=O)CCSc1ccc(F)cc1 (configuration not stated)	8.2	-6.1
CCOc1cc(C2NN=C(c3ccccc3)S2)ccc1OCc1ccc(F)cc1 (configuration not stated)	13.1	29.6
CCc1nc2c(OCc3cc(Cl)cc(Cl)c3)cccn2c1N(C)C(=O)c1ccc(OC)cc1	1.9	8.4
The results go on:
SMILES	TAG inh	TAG inh DAPI viability
COc1cccc(-c2cc(NC(C)=O)c3ncc(-c4ccc(OC)c(OC)c4)n3c2)c1	1.5	-6.1
O=C(Nc1ccccc1C(=O)N1CCCCCC1)c1ccc(F)cc1	-4.5	-0.9
CN(C(=O)COC(=O)c1ccc2c(c1)NC(=O)CS2)C1CCS(=O)(=O)C1 (configuration not stated)	11.2	-26.2
COc1ccc(Cl)cc1NC(=O)CN1CCCC1	8.7	-0.7
Cc1cc(C)n2nc(C(=O)N/N=C/c3ccccc3Cl)nc2n1	16.0	-4.6
CCn1c(CCCc2ccc(OC)c(C)c2)n[nH]c1=S	7.1	-5.4
COc1ccccc1C(=O)NC(=O)COc1ccc([N+](=O)[O-])cc1	7.9	-1.3
CC(=O)c1cccc(-c2cnc3c(NC=O)cc(-c4ccc(N(C)C)cc4)cn23)c1	25.5	-34.1
C/C=C/c1ccc(OCC(=O)OCC)c(OC)c1	6.5	-6.4
CC(C)(C)C(=O)Nc1ccc2oc(-c3cc(F)c(F)cc3Cl)nc2c1	27.3	7.6
COc1ccc(-c2[nH]ncc2CNC(C)c2ccccc2Cl)cc1F (configuration not stated)	4.7	8.6
CC(=O)c1ccc(NC(=O)C(Cc2ccccc2)NC(=O)c2ccco2)cc1 (configuration not stated)	-8.4	10.0
CN(C(=O)c1cccc(C#N)c1)c1nnc(C2CCOC2)s1 (configuration not stated)	9.4	-4.1
CN1C[C@@H]2C(c3ccc(Cl)nc3)C3(c4ccc(C#N)cc4)CC2(C3)[C@H]1c1ccccc1 (some centres not stated)	5.3	13.4
CCOC(=O)c1nonc1NC(C)=O	16.5	5.1
CCc1ccc(S(=O)(=O)NCc2cccnc2)cc1	2.6	-4.4
O=C(/C=C/c1ccccc1)NCCS(=O)(=O)N1CCN(c2ccccc2F)CC1	-11.8	0.3
COc1cc2c(cc1OC)C(C(=O)Nc1ccccn1)C(c1cccnc1)N(C)C2=O (configuration not stated)	-14.1	6.9
CN(CC(=O)Nc1ccccc1Cl)C(=O)CN1C(=O)C2CC=CCC2C1=O (configuration not stated)	-5.7	1.7
CC1(C)C(=O)OC(/C=C\c2cccc([N+](=O)[O-])c2)C(C)(C)C1=O (configuration not stated)	4.8	-6.0
COCc1c(C(=O)NCC(c2ccco2)N2CCCC2)oc2ccccc12 (configuration not stated)	-7.5	-7.6
CCOc1ccccc1OCC(=O)Nc1cccc(S(=O)(=O)NC2=NCCCCC2)c1	-35.4	-4.8
CCn1nc(C)c(CN2CCN(Cc3cccc(OC)c3)C(CCO)C2)c1C (configuration not stated)	-10.7	7.0
CC(=O)NC(O)C(=O)c1ccccc1 (configuration not stated)	9.8	-19.4
O=C(COC(=O)c1cc2c(s1)CCCCC2)NC1CCS(=O)(=O)C1 (configuration not stated)	-6.5	-4.8

Complete entries, looked up by structure:
CC(=O)NC(O)C(=O)c1ccccc1 (configuration not stated) in the list: TAG inh = 9.8; TAG inh DAPI viability = -19.4
Cc1cc(C)n2nc(C(=O)N/N=C/c3ccccc3Cl)nc2n1 in the list: TAG inh = 16.0; TAG inh DAPI viability = -4.6

(cont.)
SMILES	TAG inh	TAG inh DAPI viability
CCOc1ccc(NC(N)=O)cc1OCC	15.5	-15.4
O=C1c2cccc3c([N+](=O)[O-])ccc(c23)C(=O)N1Cc1cccnc1	26.6	-10.7
CC(=O)c1ccc(NC(=O)C(C)OC(=O)c2ccc(NS(=O)(=O)c3ccc4[nH]c(=O)[nH]c4c3)cc2)cc1 (configuration not stated)	-10.1	4.0
CCOc1ccccc1NC(=O)CSc1nnc(CNC(=O)c2ccco2)o1	16.4	-7.2
CCOc1cc(C(=O)Nc2cc(OC)cc(OC)c2)ccc1OCC(=O)N1CCOCC1	23.3	-8.7
Cc1ccc(S(=O)(=O)N2CCCCC2c2cccnc2)c(C)c1C (configuration not stated)	2.4	1.4
COc1ccc(Nc2cc(C)c3ccccc3n2)cc1	2.5	11.9
Cc1ccc(-c2nn(-c3ccccc3)cc2C2CC(c3cccs3)=NN2C(=O)CCCC(=O)O)cc1 (configuration not stated)	1.4	-7.5
COc1ccc(N2CCN(C(=O)CN(C)S(=O)(=O)c3ccc4c(c3)c(=O)n(C)c(=O)n4C)CC2)cc1	-1.9	-8.2
O=C(Nc1ccccc1)c1nc[nH]c1C(=O)NCCNC(=O)c1[nH]cnc1C(=O)Nc1ccccc1	33.9	2.8
O=[N+]([O-])c1ccc(N2CCN(c3ccccc3)CC2)cc1	-16.3	1.1
C=CCn1c(SCC(=O)NC2CC2)nnc1-c1cccs1	1.3	5.0
COc1ccccc1NC(=O)N(C)C[C@H]1OCc2cnnn2CCCC(=O)N([C@@H](C)CO)C[C@H]1C	-8.9	6.9
COc1ccc(CCNC2CC(=O)N(CCc3ccc(OC)c(OC)c3)C2=O)cc1 (configuration not stated)	16.2	-1.4
COc1ccc(-c2cc(C(=O)N/N=C/c3cccnc3)c3ccccc3n2)cc1	14.9	-1.4
CC(C)Cc1nc2n[nH]c(N)c2c2c1COC(C)(C)C2	-6.3	6.5
Cc1cc(C)cc(C(=O)NCC(=O)N(C)CCOc2ccccc2)c1	10.6	-9.6
Cc1ccc(NC(=O)CCc2ccccc2)cc1C	-8.6	-6.8

Source: PubChem BioAssay (Sanford-Burnham Center for Chemical Genomics)
